Screening data deposited in PubChem by The Scripps Research Institute Molecular Screening Center.
TEAD-YAP block: TEAD-YAP interaction inhibition | HEK-TIYL cells, TEAD-Gal4/YAP UAS-luciferase luminescence | inhibition, % at 9.12 µM | actives 1.4% (n = 640,000) | AID 1259422; in the data active = inhibition above about 32%;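 note: 0% = median of test compound wells and 100% = reference inhibitor wells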
FBW7 activator: activators of human E3 ligase FBW7. Q969H0. AlphaScreen FBW7–phospho-cyclin E peptide binding, activator screen. normalized activity (activation), % at 26.1 µM. actives 0.13% (n = 650,000). AID 1259310; in the data active = normalized activity above about 1.9%;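 note: purified mutant Fbw7 with reduced substrate affinity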
Target sequence (Q969H0 whole entry, looked up): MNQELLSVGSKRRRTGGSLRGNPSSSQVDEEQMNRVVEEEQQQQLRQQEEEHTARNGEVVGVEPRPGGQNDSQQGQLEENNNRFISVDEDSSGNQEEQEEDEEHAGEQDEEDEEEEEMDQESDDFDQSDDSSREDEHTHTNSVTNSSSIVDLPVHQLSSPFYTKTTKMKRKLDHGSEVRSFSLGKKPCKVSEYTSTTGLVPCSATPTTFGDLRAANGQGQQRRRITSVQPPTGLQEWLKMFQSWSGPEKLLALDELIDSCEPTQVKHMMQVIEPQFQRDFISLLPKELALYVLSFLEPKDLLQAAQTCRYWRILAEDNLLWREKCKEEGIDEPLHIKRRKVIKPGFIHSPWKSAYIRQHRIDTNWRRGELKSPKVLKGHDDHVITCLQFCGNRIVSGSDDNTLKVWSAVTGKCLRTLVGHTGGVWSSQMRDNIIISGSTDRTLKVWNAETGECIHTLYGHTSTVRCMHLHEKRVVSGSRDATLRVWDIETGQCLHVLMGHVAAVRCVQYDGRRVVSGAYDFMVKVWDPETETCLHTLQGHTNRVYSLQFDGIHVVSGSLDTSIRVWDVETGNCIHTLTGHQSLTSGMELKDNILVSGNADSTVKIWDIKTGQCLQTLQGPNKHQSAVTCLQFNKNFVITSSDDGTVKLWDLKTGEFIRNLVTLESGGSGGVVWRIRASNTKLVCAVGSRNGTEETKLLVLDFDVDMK
MITF primary: blocks human microphthalmia-associated transcription factor; O75030; AlphaScreen MITF homodimerization, bead proximity signal; inhibition, % at 2.6 µM; actives 0.91% (n = 650,000); AID 1259374; in the data active = inhibition above about 50%;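 note: 0% = vehicle wells with protein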
GPR151 ag: activates the human receptor GPR151; Q8TDV0; PathHunter beta-arrestin GPR151 cells, luminescence; activation, % at 11.2 µM; actives 1% (n = 650,000); AID 1508602; in the data active = activation above about 4.9%;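 note: 0% = median of compound wells and 100% = cells with positive control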
* marks the source's active call; other numbers are inactive results.

SMILES	TEAD-YAP block	FBW7 activator	MITF primary	GPR151 ag
Cc1nc(OC(C)C)cc(N2CCN(C(=O)Nc3ccc(F)cc3F)CC2)n1	-7	0.0	11	-0.9
COc1ccc(CNC(=O)c2cc3nc(-c4ccc(OC)c(OC)c4)cc(C(F)(F)F)n3n2)cc1	0	0.1	-5	-1.4
c1ccc(-c2nnc(NC3=NCCC3)o2)cc1	9	0.1	4	-9.4
CCc1ccc(C2NCCc3cc4c(cc32)OCCO4)cc1 (stereo not given)	3	-0.1	5	3.6
COc1ccc2c(c1)CC(C(=O)Nc1ccc(-c3ccnc(N)c3)cc1C(=O)N(C)C)CO2 (stereo not given)	16	0.2	22	-2.1
COc1ccc(C)cc1NC(=O)C(=O)N/N=C(\C)CC(=O)Nc1ccccc1NC(C)=O	2	0.1	-11	-0.6
COc1ccc(CC2=NOC(C(=O)N(Cc3ccccc3)C[C@@H]3CCC(=O)N3)C2)cc1 (stereo not given in full)	12	0.3	7	1.6
Cc1ccc(C)c(NC(=O)CSc2ccc(-c3ccccn3)nn2)c1	1	-0.1	25	0.1
CS(=O)(=O)N1CCC(C(=O)NCc2ccc(F)cc2Cl)CC1	-4	-0.2	-2	0.7
CCNc1nc(NC(C)C)nc(OCCNC(=O)Nc2ccccc2)n1	4	0.1	6	0.9

A second format for five compounds above.
compound,TEAD-YAP block,FBW7 activator,MITF primary,GPR151 ag
COc1ccc(C)cc1NC(=O)C(=O)N/N=C(\C)CC(=O)Nc1ccccc1NC(C)=O,2,0.1,-11,-0.6
COc1ccc(CC2=NOC(C(=O)N(Cc3ccccc3)C[C@@H]3CCC(=O)N3)C2)cc1 (stereo not given in full),12,0.3,7,1.6
Cc1ccc(C)c(NC(=O)CSc2ccc(-c3ccccn3)nn2)c1,1,-0.1,25,0.1
CS(=O)(=O)N1CCC(C(=O)NCc2ccc(F)cc2Cl)CC1,-4,-0.2,-2,0.7
CCNc1nc(NC(C)C)nc(OCCNC(=O)Nc2ccccc2)n1,4,0.1,6,0.9

(more compounds)
SMILES	TEAD-YAP block	FBW7 activator	MITF primary	GPR151 ag
Cc1ccc(C(=O)COc2ccc3c(C)cc(=O)oc3c2C)cc1	-7	0.1	3	0.2
CC(C)(C)OC(=O)C1C(=O)CC(C)(O)C(C(=O)OC(C)(C)C)C1/C=C/c1ccccc1 (stereo not given)	6	1.4	9	-1.4
CCN1CCN(CCOc2cccc(Br)c2)CC1	8	0.3	68*	0.0
N=C1C(c2ccccc2)=C(O)CN1c1ccc(S(=O)(=O)N2CCOCC2)cc1	1	-0.1	-6	0.5
Cc1cc(-c2ccc(S(=O)(=O)N3CCc4ccccc43)cc2)on1	58*	0.1	15	-0.8
COCCn1c2ccccc2n2c(=O)n(CC(=O)NCc3ccco3)nc12	5	0.0	7	2.5
O=C(NCc1cccc2ccccc12)NCC1(CO)CC1	2	0.1	0	-2.3
CCOC(=O)c1ccccc1NC(=O)c1sc2ncn(C)c(=O)c2c1C	3	-0.1	11	-0.5
CCCOc1ccc(-c2c(C)n([O-])c(C)c(-c3ccccc3)[n+]2=O)cc1	-5	1.1	11	-1.0
O=S(=O)(Nc1ccc(Oc2ccccc2)cc1)c1ccc(Br)cc1	-1	0.3	-15	-0.8
O=S(=O)(Cc1ccccc1)N1CCCC(N2CCOCC2)C1 (stereo not given)	-10	-0.1	6	20*
Cc1sc(/C=C(/C#N)C(N)=O)cc1Br	1	0.6	14	-1.0
Cc1cc(C)c(C2C(C#N)=C(N)Oc3n[nH]c(C)c32)c(C)c1 (stereo not given)	3	-0.1	-9	2.8
Cc1ccc(CNC(=O)CN2C(=O)NC(CCc3ccccc3)C2=O)cc1 (stereo not given)	9	0.0	-2	1.0
CCOC(=O)C1(Cc2cccc(OC)c2)CCN(Cc2ccon2)CC1	-13	0.0	-1	-0.3
S=C(NC1CC1)NC1CCCc2ccccc21 (stereo not given)	1	-0.3	-2	-1.2
O=C1NC(c2cccc([N+](=O)[O-])c2)c2c(-c3ccccc3)n[nH]c21 (stereo not given)	2	0.0	-5	0.6
O=C(C1C2C=CC3(CN(Cc4ccccc4Cl)C(=O)C13)O2)N1CCN(Cc2ccc3c(c2)OCO3)CC1 (stereo not given)	5	0.1	16	-0.5
O=[N+]([O-])c1cc(S(=O)(=O)N2CCOCC2)ccc1N/N=C/c1ccc2ncccc2c1	9	-0.1	5	-0.4
COc1cc2cc3c(N)c(C(=O)N4CCc5ccccc54)sc3nc2cc1OC	-4	0.0	3	-0.9
C=CCOC(=O)C1=C(C)NC(=O)NC1c1ccccc1OC(C)C (stereo not given)	10	-0.2	7	-0.1
CCOC(=O)c1csc(NC(=O)Nc2ccc(Cl)cc2)n1	-7	-0.1	-6	-1.1
Cc1ccc(Nc2ncc(F)c(Nc3ccc(C)c(Cl)c3)n2)cc1Cl	-5	0.1	-8	-0.7
CCSc1sc(CC)cc1C1C(C#N)=C(N)N(c2cccnc2)C2=C1C(=O)CCC2 (stereo not given)	1	0.1	-2	0.5
CSc1nc(N)nc(SCC(=O)Nc2ncc(Br)cc2Br)c1C#N	11	0.0	5	-1.3
O=C1ON=C(c2ccccc2)/C1=C\c1ccccc1OCc1ccccc1	-15	-0.1	48	0.7
O=C(NCCOc1ccc(F)cc1)c1ccccc1-c1ccccc1	5	-0.1	8	0.8
N=c1c(S(=O)(=O)c2ccccc2)cc2c(=O)n3ccccc3nc2n1C1CCCC1	-20	0.1	-10	-0.8
Cc1ccc(-c2nc(C(N)=O)c3[nH]c(=O)n(Cc4ccccc4)c3n2)s1	-19	0.0	-11	-1.3
CN1CN=C2SC3(COC(c4ccccc4Cl)OC3)C(=O)N2C1 (stereo not given)	0	-0.3	3	0.5
CNC(=O)COC(=O)c1ccc(Br)o1	1	-0.2	-6	-1.3
CCC(C)Sc1nc2c(c(=O)[nH]1)C(c1cccnc1)C1=C(CCCC1=O)N2 (stereo not given)	1	0.1	18	0.6
Cc1cc(C)cc(NC(=O)CN(c2cc(C)cc(C)c2)S(=O)(=O)c2c(C)noc2C)c1	-8	-0.2	-6	0.9
CN1C(=O)/C(=C2\SC(=Nc3cccc(C(F)(F)F)c3)NC2=O)c2ccccc21	-8	0.6	10	0.9
COc1cc(CC(=O)OCC(=O)c2ccccc2Br)cc(OC)c1OC	-5	-0.2	-8	-1.9
OCC1CCN(C2CCCN(Cc3cccc(OC4CCCC4)c3)C2)CC1 (stereo not given)	0	0.5	16	0.3
CCOc1ccc(S(=O)(=O)Nc2cc(OC)ccc2OC)cc1	63*	1.2	14	-1.8
COCC(=O)NCCc1nc2ccccc2n1C	-7	-0.1	-9	0.3
CC(Cl)C(=O)c1ccc(NS(C)(=O)=O)cc1 (stereo not given)	-1	0.7	0	-1.1
Cc1sc(NC(=O)C2CC2c2ccccc2)c(C#N)c1C (stereo not given)	-3	-0.1	12	-0.4

Entries from the list above that contain a thiophene ring, fused or not:
SMILES	TEAD-YAP block	FBW7 activator	MITF primary	GPR151 ag
CCOC(=O)c1ccccc1NC(=O)c1sc2ncn(C)c(=O)c2c1C	3	-0.1	11	-0.5
Cc1sc(/C=C(/C#N)C(N)=O)cc1Br	1	0.6	14	-1.0
COc1cc2cc3c(N)c(C(=O)N4CCc5ccccc54)sc3nc2cc1OC	-4	0.0	3	-0.9
CCSc1sc(CC)cc1C1C(C#N)=C(N)N(c2cccnc2)C2=C1C(=O)CCC2 (stereo not given)	1	0.1	-2	0.5
Cc1ccc(-c2nc(C(N)=O)c3[nH]c(=O)n(Cc4ccccc4)c3n2)s1	-19	0.0	-11	-1.3
Cc1sc(NC(=O)C2CC2c2ccccc2)c(C#N)c1C (stereo not given)	-3	-0.1	12	-0.4

Later entries.
SMILES	TEAD-YAP block	FBW7 activator	MITF primary	GPR151 ag
O=C([C@H]1C[C@@H]2C=C[C@H]1C2)N1Cc2ccccc2OC(c2ccccc2)C1 (stereo not given in full)	-5	-0.1	-6	0.2
CCOc1ccccc1C1NC(=S)NC(C)=C1C(=O)OCc1ccccc1 (stereo not given)	7	0.0	16	1.8
c1cncc(-c2nc3c4ccccc4nc(N4CCN(C5CCCCC5)CC4)n3n2)c1	3	0.1	3	-0.7
COc1cccc(/C=N/NC(=O)C(=O)N2CCCCCC2)c1OC	-9	-0.1	-7	0.1
COc1ccc(OC)c(NS(=O)(=O)c2ccc(OC)c(Cl)c2)c1	11	-0.2	0	-1.1
CCOC(=O)c1sc(NC(=O)c2[nH]c(C)c(C(C)=O)c2C)cc1C	-27	-0.1	-5	-0.1
O=C(/C=C/c1cccs1)OCC(=O)c1ccc(F)cc1	-3	0.1	-5	0.0
Cc1nc(N/N=C/c2ccc([N+](=O)[O-])cc2)cc(N2CCCCC2)n1	-6	-0.4	-2	1.5
CC[C@@H](Cn1ncc2ccccc2c1=O)NC(=O)C1CCCC1	-9	0.3	1	-0.5
C=CCOc1cccc(C(=O)Nc2nccs2)c1	-20	0.1	10	1.4
Cc1[nH]c2ccccc2c1C(=O)C(=O)N1CCN(c2ccc(F)cc2)CC1	-1	0.1	6	1.5
CN(C)/C=C/C=C/C(=O)C1CCC/C(=C\C=C\N(C)C)C1=O (stereo not given)	9	-0.2	70*	1.3
CCOC(=O)c1ccc2c(c1)C1C=CCC1C(c1ccc(C(=O)O)cc1)N2 (stereo not given)	7	-2.3	68*	-0.2
C=CCNC(=O)CN1CCC(O)(c2ccccn2)CC1	0	-0.2	-1	0.0
CCOc1ccccc1/C=N\N1CCN(c2ccccc2OC)CC1	9	-0.1	21	-0.2
CC(=O)Oc1ccc(C(=S)N2CCOCC2)cc1	5	-0.2	5	0.2
Cc1cc(-c2ccc(NS(C)(=O)=O)c(C)c2)ccc1NS(C)(=O)=O	-5	-0.3	-8	2.0
CCOc1cc(C2C(C#N)=C(C)NC3=C2C(=O)CC(C)(C)C3)ccc1O (stereo not given)	-10	-0.1	1	0.7
COc1ccc2cc(CN(CCCO)S(=O)(=O)c3ccc(C)cc3)c(=O)[nH]c2c1	-5	-0.1	-4	-0.3
COC(=O)C1=C(C)NC(=O)/C1=C\c1cccs1	0	-0.3	0	-1.1
O=C(NCc1cccs1)C1CC2CCCN2C12C(=O)Nc1ccccc12 (stereo not given)	9	-0.1	-2	0.8
O=[N+]([O-])c1ccc(-c2cnnn2-c2cc(Cl)ccc2Cl)cc1	3	-0.1	-3	0.6
Cc1ccc(CN2CCN3C(=O)[C@@H](CO)NC(=O)[C@H]3C2)c(C)c1	-22	0.2	-17	0.9
CCOc1ccc(S(=O)(=O)N2CCCCCC2)cc1	9	-0.1	1	0.1
O=C(Cc1cccs1)N1CCN(C2=NS(=O)(=O)c3ccccc32)CC1	-4	0.0	-1	0.9
CCC(C(=O)Nc1ccc(C(C)=O)cc1)n1c2ccccc2c2nc(=O)cc(C)n21 (stereo not given)	3	0.0	13	0.4
NC1=NC(=O)CC(C(=O)Nc2ccc(Cl)cc2Cl)S1 (stereo not given)	-2	0.0	11	0.4
CCOC(=O)C1=C(C)N(C)C(=O)NC1c1ccccc1OC(F)F (stereo not given)	11	0.5	7	1.3
CC(C)OCCCNc1nc2c(c(=O)[nH]c(=O)n2C)n1CCO	7	0.3	-6	0.3
Clc1ccc(Oc2sc(Nc3ccccc3Cl)nc2-c2ccccc2)cc1	-10	-0.2	-10	0.6
O=c1c2ccccc2nc(-c2ccccc2Cl)n1Cc1ccc(C(F)(F)F)cc1	-8	-0.1	-11	-0.8
O=c1oc2ccc([N+](=O)[O-])cc2cc1-c1nnc(Nc2ccc(F)cc2F)s1	-2	0.8	7	-0.3
CCOc1ccc(NC2SC(=O)N(C)C2=O)cc1 (stereo not given)	-19	-0.3	7	-1.1
O=C(Cn1nc(C(F)(F)F)c2c1CCC2)NC1CCCCC1	9	0.0	5	2.1
Cc1cc(OCC(=O)O/N=C(\N)c2cccnc2)c(C)cc1Br	0	0.1	6	0.8
O=C(Nc1ccc(Cl)cc1F)c1cc(S(=O)(=O)N2CCOCC2)ccc1F	-6	0.6	11	-7.3
N/C(=N\OC(=O)Cc1ccccc1)c1ccccc1Cl	-53	0.8	1	0.3
COc1cc(C=Nc2ccc(O)cc2)ccc1OC(=O)CC1SC(=O)NC1=O (stereo not given)	2	-0.1	6	-1.1
COc1ccc(C(=O)Nn2c(-c3ccncc3)nc3ccccc3c2=O)cc1OC	-9	-0.1	-8	-0.3
CCCCCCNC(=O)c1ccccc1NC(=O)c1ccccc1	-6	0.0	3	-4.1
COc1ccc(C(C)=O)cc1Cc1c(O)nc(N)[nH]c1=O	5	0.1	-1	0.7
COc1ccccc1CNC(=O)C1=NNC(=O)CC1	5	0.0	-3	1.0
Cc1ccc2nc(-c3ccccc3)cc(C(=O)N3CCOCC3)c2c1	10	0.0	7	-0.8
COc1ccc(/C=C(\C#N)C(=O)Nc2ccc([N+](=O)[O-])cc2C(F)(F)F)cc1OC	0	0.4	12	0.6
COc1ccc(CN2CCC(N3CCN(c4ccccc4OC)CC3)CC2)cc1OC	11	-0.1	25	-1.0
COc1ccc(N2CC(O)=C(c3nc(-c4ccc(F)cc4)cs3)C2=N)cc1OC	-9	-0.1	12	1.2
CC(C)CCNC(=O)C(Cc1ccccc1)NC(N)=O (stereo not given)	2	0.0	-6	0.5
OCC1(CCOc2ccccc2)CCN(Cc2ccc3ccccc3n2)CC1	1	-0.1	-23	-0.2
O=C(CSc1nc2ccccc2n1S(=O)(=O)c1cccs1)Nc1ccc(Oc2ccccc2)cc1	-15	-0.2	-9	0.5
COc1ccc(S(=O)(=O)Nc2ccc3c(c2)OCO3)cc1C(=O)O	5	0.1	3	1.0
